Insulin prom up = MIN6 insulin promoter up-regulation. AID 1625. z-score at 5 µM. actives 0.3% (n = 190,000). MIN6 insulin promoter-GFP reporter, high-content imaging; hits give high values;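 active means z-score above 3 at 5 µM with at least 500 cells counted in the well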
Autophagy HCS = modulators of autophagy. AID 463193. actives 0.98% (n = 190,000). MEF GFP-LC3 puncta imaging; test concentration mostly 10 µM. calls only at 10 µM (by protocol);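 active means percentage of spot-positive cells more than 3 SD above its plate mean, without a fluorescence outlier flag or 80% toxicity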;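 further: spot-positive cell cutoff set from DMSO-treated cells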
bCat nuc transl = alters nuclear translocation of beta-catenin in HeLa cells; nuclear translocation activity, % at 5 µM; immunofluorescence imaging; AID 1665; actives 0.3% (n = 190,000);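 active means nuclear translocation activity above 50% at 5 µM, with a well cell count of 50 or more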;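 further: per-cell ratio of nuclear to cytoplasmic median beta-catenin stain intensity; plate controls were DMSO negative control for no effect and GSK-3 inhibitor IX positive control for full effect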
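Test system: human HeLa cells, endogenous beta-catenin. Times: 24 h compound exposure, 37°C. Measured by: beta-catenin immunofluorescence imaging with DAPI.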
MT stabilize HCS = microtubule stabilizers in HeLa cells; HeLa tubulin immunostaining HCS, 24 h; share of cells brighter than vehicle mean+2SD; % tubulin-high responders, % at 10 µM; actives 0.83% (n = 200,000); AID 2205;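 active means plate Z-score above 3 for both tubulin-high and condensed-nucleus cell shares, with cell loss under 80%, at 10 µM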;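 further: anti alpha tubulin signal scored within the nucleus-defined area of each cell; some results filed as inactive read as strong as hits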
Hep lipid drop = modulators of hepatic lipid droplet formation | AML12 mouse hepatocytes, oleate lipid droplets, BODIPY imaging | actives 0.4% (n = 240,000) | inhibition, % at 6.5 µM;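 active means lipid droplet intensity inhibited by at least 50%, with more than 500 cells counted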
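Test system: AML12 mouse liver cells; schedule: overnight exposure; technique: high-content imaging of BODIPY-stained droplets and DAPI nuclei; read-out: % inhibition of corrected integrated BODIPY droplet signal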
CSM14.1 death rescue = rescue of cells from ER stress-induced death, primary screen, 384-well, CSM14.1, thapsigargin, ATP luminescence (AID 1222). CSM14.1 thapsigargin-induced death rescue, ATP luminescence; higher % means a stronger effect. cellular ATP content (survival), % at 20 µM, or EC50 in µM where a hit was titrated. 190,000 tested, under 10 active;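 active means EC50 below 50 µM in the dose-response confirmation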;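 further: death triggered by thapsigargin at about 15 µM added after 2 h compound pretreatment; cell ATP read after overnight thapsigargin exposure of roughly 18 to 22 hours; normalized against plate controls of thapsigargin alone and 5% DMSO vehicle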
T cell HTS = modulates CD8 T cell binding to vesicles; 2C CD8+ T cell-vesicle binding, flow cytometry; hits give low values; calls only at 7 µM; actives 0.068% (n = 330,000); AID 2052;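 active means response, share of CD8 T cells binding vesicles, and their 90th percentile fluorescence all below set limits, cut at about 80% in these data, passing the limit was not always enough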
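Read-out – percent CD8+ FL2 mean versus row control · System – murine 2C transgenic CD8+ T lymphocytes · Times – 1.5 h cell–vesicle binding at 37 °C, then 20 min icy labelling · Control set – naked vesicles low, QL9 vesicles with vehicle high · Detection – cytometric PE anti-B7-1 and Alexa647 anti-CD8 signals after 1% paraformaldehyde fixation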
Dynein transport = blocks dynein driven cargo transport along microtubules. 3617.4 mouse cells, GR-EGFP nuclear translocation imaging; test concentration mostly 20 µM; stimulated with dexamethasone, 1 µM; hits give low values. z-score, hits read low. AID 1381. actives 0.47% (n = 220,000);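 active means plate z-score of nuclear minus cytoplasmic receptor signal below a set negative limit, without overly bright fluorescence or cell loss, cut at about -3.5 in these data, passing the limit was not always enough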;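 further: z-score of nuclear minus cytoplasmic ring GR-EGFP intensity difference per well; some compounds called inactive have numbers as strong as hits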
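medium = tetracycline-free induction medium containing charcoal-stripped FBS | probe or stimulus = dexamethasone, 1.0 µM final | timing = 48 h induction, then 1 h compound, then 30 min agonist, 37 °C | detection = automated 10x imaging of fixed Hoechst-stained cells | read-out basis = nuclear versus cytoplasmic GR-EGFP signal, averaged per well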
PhoP inhibition = inhibitors of PhoP regulon expression, primary screen, Salmonella Typhimurium, GFP reporter (AID 1863); S. Typhimurium PhoP-regulated promoter GFP reporter, 4 h; higher % means a stronger effect; inhibition, % at 50 µM, or IC50 in µM where a hit was titrated; actives 0.16% (n = 300,000);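 active means inhibition over 29.93%, a cutoff 3 SD above the screen mean, later confirmed by dose response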;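 further: 0% = low Mg2+ inducing control and 100% = high Mg2+ repressing control; strong numbers were not always called active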
Dynein transport cytoplasmic EGFP = also measured in Dynein transport; calls as there; z-score; measured here: cytoplasmic GR-EGFP intensity; hits give high values
Dynein transport nuclear GR-EGFP = second read-out of Dynein transport, no call of its own (marks repeat the call); z-score; measured here: nuclear GR-EGFP intensity;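 lower value marks the stronger effect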
Dynein transport cell count = also measured in Dynein transport; calls as there; z-score; measured here: cell count per field
Insulin prom up cell count = further read-out of Insulin prom up, marked with its call; cell count; measured here: cytotoxicity, nuclei count;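 total cells summed across four imaged fields per well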
Hep lipid drop cells 6.5 µM = second read-out of Hep lipid drop, no call of its own (marks repeat the call); cell count; measured here: cell count, cytotoxicity flag;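 cells counted across two imaged fields per well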
bCat nuc transl cell count 5 µM = also measured in bCat nuc transl; calls as there; cell count; measured here: cell count, cytotoxicity flag
T cell HTS vesicle-bound % = second read-out of T cell HTS, no call of its own (marks repeat the call); double positive events, %; measured here: CD8+ vesicle-bound cell fraction;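 binding gate set so that unloaded-vesicle control wells show 10% double positive cells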
MT stabilize HCS Hoechst-high % = also measured in MT stabilize HCS; calls as there; % Hoechst-high responders; measured here: nuclear condensation Hoechst responders;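 share of cells brighter than vehicle mean plus two SD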
MT stabilize HCS cytotoxicity % = further read-out of MT stabilize HCS, marked with its call; toxicity, %; measured here: cytotoxicity by cell density;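 0% = mean cell density of plate MIN control wells and 100% = no cells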
Autophagy HCS cell loss 18 h = also measured in Autophagy HCS; calls as there; toxicity, %; measured here: cell loss, nuclei count;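 cell loss after 18 h compound exposure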
An asterisk follows results filed as active; i = inactive; nt = not tested or not shown.

Every second line gives: Insulin prom up | Insulin prom up cell count | Autophagy HCS | Autophagy HCS cell loss 18 h | bCat nuc transl | bCat nuc transl cell count 5 µM | MT stabilize HCS | MT stabilize HCS Hoechst-high % | MT stabilize HCS cytotoxicity % | Hep lipid drop | Hep lipid drop cells 6.5 µM | CSM14.1 death rescue | T cell HTS | T cell HTS vesicle-bound % | Dynein transport | Dynein transport cytoplasmic EGFP | Dynein transport nuclear GR-EGFP | Dynein transport cell count | PhoP inhibition
COc1cc(C2=NOC(C(=O)N3CCCCCC3)C2)cc(OC)c1OC (stereo unspecified)
  0.2 | 1673 | i | -23 | 2.1 | 1427 | 2.5 | 2.0 | 11 | nt | nt | -0.9% | i | 2 | -0.056 | -0.21 | 0.37 | 0.15 | 8%
CN(C)S(=O)(=O)c1ccc(NC(=O)c2ccccn2)cc1
  0.03 | 1699 | i | -7 | -1.0 | 1047 | 2.2 | 1.6 | 1.8 | 27 | 663 | -1.9% | i | 58 | -0.25 | -0.1 | 0.48 | -2.1 | 8%
CC(O)CCC(=O)NCCNC(=O)CCC(C)O (stereo unspecified)
  -0.64 | 1066 | i | 21 | 0.1 | 1118 | 3.2 | 2.0 | 1.2 | nt | nt | 2.0% | i | 14 | -0.42 | -0.29 | 0.44 | 0.58 | 6%
CC(C)c1ccc(/C=C/C(=O)CCC(=O)O)cc1
  -0.31 | 1143 | i | -13 | -0.5 | 1065 | 2.3 | 2.4 | 4.9 | 20 | 721 | nt | i | 49 | -1.3 | -0.2 | -0.89 | 1 | -5%
CC(=O)N1CC=C2C(C#N)=C(N)C(C#N)(C#N)C(CCc3ccccc3)C2C1 (stereo unspecified)
  0.16 | 1190 | i | -55 | 4.6 | 1104 | 2.7 | 2.1 | 5.8 | -10 | 691 | -0.7% | i | 56 | 1.1 | -0.0004 | 1.2 | -1.1 | 7%
O=[N+]([O-])c1cccc(-c2ccc(/C=N/Nc3nc(N4CCCCC4)nc(N4CCCCC4)n3)o2)c1
  0.93 | 1012 | i | 6 | -2.1 | 1081 | 2.8 | 5.1 | 11 | 4 | 671 | -0.7% | i | 42 | 1.2 | -0.11 | 1.1 | -1.7 | -5%
COC(=O)c1c(-c2ccccc2)noc1C
  nt | nt | i | 16 | 1.0 | 1596 | 1.6 | 1.5 | 1.2 | 2 | 754 | -1.1% | i | 65 | 0.16 | -0.085 | -0.02 | -1.5 | 4%
CCCn1c(SCC(=O)Nc2cccc(C)n2)nc2c1c(=O)n(C)c(=O)n2C
  -0.17 | 1461 | i | -9 | 0.4 | 988 | 4.4 | 3.1 | 5.2 | -38 | 707 | 0.3% | i | 16 | 0.15 | -0.24 | -0.021 | 0.45 | 2%
CCCn1c(N)c(C(=O)CSc2nnnn2-c2ccc(O)cc2)c(=O)n(C)c1=O
  -0.58 | 949 | i | -13 | nt | nt | 2.0 | 0.7 | 11 | 3 | 770 | -0.1% | i | 55 | -0.61 | -0.074 | -0.43 | 1.6 | -1%
COc1cccc(NS(=O)(=O)c2ccc3c(c2)C2C=CCC2C(c2ccc(C(=O)O)cc2)N3)c1 (stereo unspecified)
  0.3 | 1367 | i | -3 | -5.6 | 109 | 2.3 | 3.2 | 5.8 | -4 | 718 | -0.9% | i | 26 | 0.06 | -0.14 | -0.045 | -0.13 | 0%
O=C1C2C3C=CC(C4CC34)C2C(=O)N1c1ccc2c(c1)OCO2 (stereo unspecified)
  -0.31 | 1327 | i | -16 | -0.1 | 1152 | 4.2 | 1.7 | 6.6 | 1 | 684 | -0.2% | i | 50 | -0.5 | -0.088 | -0.12 | 0.62 | -6%
CC1=CC(=Nc2c(C)n(C)n(-c3ccccc3)c2=O)C=CC1=O
  0.01 | 1125 | nt | nt | 0.6 | 1282 | nt | nt | nt | 3 | 675 | nt | i | 18 | -3.7* | 0.84* | -1.6* | -2.4* | -6%
Cc1cc(NC(=O)c2sc(Nc3ccc(F)cc3)nc2N)no1
  -0.16 | 1411 | i | 5 | 1.8 | 1087 | 3.5 | 1.6 | 7.2 | 3 | 692 | -0.7% | i | 30 | -0.5 | -0.26 | -0.49 | 0.98 | 0%
CCOc1cc(CNc2ccc(O)cc2)ccc1OCc1ccc(Cl)cc1Cl
  -0.91 | 1649 | i | -4 | 7.7 | 1006 | 1.4 | 1.6 | 1.3 | -5 | 563 | -2.3% | i | 56 | 0.18 | -0.25 | -0.45 | 0.066 | 23%
O=C(COC(=O)/C=C/c1ccc(Cl)cc1Cl)NCCC1=CCCCC1
  0.17 | 1515 | i | 13 | -2.2 | 1076 | 2.0 | 4.2 | 8.8 | -20 | 642 | -3.7% | i | 51 | 0.54 | -0.27 | 0.088 | -0.09 | 16%
Cc1cccc(NC(=O)C2(c3cccs3)CCOCC2)n1
  -0.08 | 1438 | i | 6 | -1.3 | 1099 | 7.9 | 2.4 | 9.9 | -7 | 687 | 3.0% | i | 18 | -0.54 | -0.17 | -0.18 | -0.42 | -5%
CCOc1ccc(NC(=O)CN(Cc2ccccc2)S(C)(=O)=O)cc1
  nt | nt | i | -8 | -2.7 | 1187 | 4.0 | 1.8 | 5.9 | 6 | 740 | 6.4% | i | 36 | 0.54 | -0.22 | 0.79 | -0.32 | -3%
COc1ccc(NC(=O)Cc2c(F)cccc2Cl)c(OC)c1
  0.04 | 1193 | i | 17 | -3.7 | 591 | 4.8 | 1.5 | 9.1 | 4 | 694 | -0.7% | i | 50 | 2 | -0.19 | 1.1 | -1.4 | 26%
Cc1ccc(S(=O)(=O)Nc2cc(S(=O)(=O)N3CCCCC3)ccc2N2CCOCC2)cc1
  -0.49 | 1629 | i | -8 | -2.2 | 1083 | 3.8 | 2.5 | 10 | -8 | 656 | -0.6% | i | 30 | 1.1 | -0.23 | 0.72 | -0.071 | -2%
O=C(O)c1ccccc1-c1ccccc1C(=O)NNc1ccccc1
  -3.7 | 550 | i | -7 | nt | nt | 1.1 | 3.6 | 14 | 9 | 725 | -3.0% | i | 39 | 0.68 | -0.31 | 0.017 | -0.076 | 4%
CC(O)CNc1nc(Cl)c(C#N)s1 (stereo unspecified)
  -0.01 | 1181 | i | 0 | 0.8 | 1009 | 10 | 1.9 | 4.2 | -2 | 708 | -1.1% | i | 63 | -0.044 | -0.38 | 0.23 | 0.68 | 9%
c1ccc(CCc2nc(-c3ccccn3)no2)cc1
  -0.26 | 2006 | i | -5 | 0.0 | 1104 | 1.3 | 2.1 | 7.1 | -16 | 578 | -3.7% | i | 13 | 0.14 | -0.27 | 0.3 | 0.55 | -4%
N#CC1=C2SCN(Cc3ccco3)CN2C(=O)CC1c1ccc(Cl)cc1 (stereo unspecified)
  -0.03 | 1361 | i | 22 | -5.0 | 942 | 4.9 | 4.0 | 6.9 | nt | nt | 0.1% | i | 18 | -0.42 | -0.31 | -0.033 | 0.12 | -6%
CC(C)CSc1nnc2[nH]c(=O)cc(N)n12
  -0.08 | 1211 | i | 5 | 4.6 | 1051 | 5.3 | 2.1 | 11 | 6 | 657 | 1.4% | i | 22 | 0.39 | -0.2 | 0.36 | -1.1 | 5%
NS(=O)(=O)c1ccc(NC(=S)NCc2cccs2)cc1
  -1 | 1478 | i | -11 | 1.0 | 1562 | 4.1 | 2.6 | 12 | 7 | 733 | -0.6% | i | 52 | -0.5 | -0.12 | -0.049 | -0.14 | 1%
Cc1cccc(C)c1NC(=S)N1CCCN(C)CC1
  -0.62 | 1369 | i | 4 | 2.6 | 1116 | 1.6 | 1.6 | 1.3 | 21 | 702 | -0.7% | i | 32 | 0.51 | -0.16 | 0.28 | -0.23 | 2%
CCOc1ccc(CC(=O)Nc2sc(Cc3ccccc3)cc2C(N)=O)cc1OCC
  -0.67 | 969 | i | 7 | -6.4 | 1235 | 2.1 | 1.5 | 4.3 | -1 | 775 | 6.6% | i | 50 | -0.66 | -0.12 | 0.035 | 0.98 | -3%
O=C(O)C1CCN(C(=O)c2ccccc2Cl)CC1
  -0.42 | 873 | i | 19 | -2.4 | 1210 | 2.5 | 1.2 | 4.0 | -2 | 811 | -2.0% | i | 36 | -2.5 | 0.067 | -1.2 | 1 | -14%

Three records picked at random from the list so far:
Every second line gives: Insulin prom up | Insulin prom up cell count | Autophagy HCS | Autophagy HCS cell loss 18 h | bCat nuc transl | bCat nuc transl cell count 5 µM | MT stabilize HCS | MT stabilize HCS Hoechst-high % | MT stabilize HCS cytotoxicity % | Hep lipid drop | Hep lipid drop cells 6.5 µM | CSM14.1 death rescue | T cell HTS | T cell HTS vesicle-bound % | Dynein transport | Dynein transport cytoplasmic EGFP | Dynein transport nuclear GR-EGFP | Dynein transport cell count | PhoP inhibition
CC(C)CSc1nnc2[nH]c(=O)cc(N)n12
  -0.08 | 1211 | i | 5 | 4.6 | 1051 | 5.3 | 2.1 | 11 | 6 | 657 | 1.4% | i | 22 | 0.39 | -0.2 | 0.36 | -1.1 | 5%
NS(=O)(=O)c1ccc(NC(=S)NCc2cccs2)cc1
  -1 | 1478 | i | -11 | 1.0 | 1562 | 4.1 | 2.6 | 12 | 7 | 733 | -0.6% | i | 52 | -0.5 | -0.12 | -0.049 | -0.14 | 1%
Cc1cccc(C)c1NC(=S)N1CCCN(C)CC1
  -0.62 | 1369 | i | 4 | 2.6 | 1116 | 1.6 | 1.6 | 1.3 | 21 | 702 | -0.7% | i | 32 | 0.51 | -0.16 | 0.28 | -0.23 | 2%

Source: PubChem
